PNC inhibitor = blocks assembly of the perinucleolar compartment. PC3M PTB-GFP, PNC prevalence imaging, 16 h; active compounds read low. activity change (PNC), negative = inhibition, % at 10 µM. hit rate 3.1% among 140,000;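 active = readout at or below -70, meaning at least 70% loss of cells showing the perinucleolar compartment, a nuclear body marking cancer cells; inconclusive = readout between -30 and a set limit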;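 note: plate controls were DMSO wells for no effect and camptothecin positive control wells for full effect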
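Read-out is percentage of cells bearing a perinucleolar compartment, from automated 20x imaging of fixed, Hoechst-stained PC3M PTB-GFP cells. Cells were seeded 4 h, then exposed 16 h to compound (23 nl of library stock) in duplicate plates.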
IMPase cell inh = cell-permeable inhibitors of inositol monophosphatase (IMPase). CHO-M1 cells, IP1 accumulation, HTRF TR-FRET ratio. AID 901. inhibition (IP1 accumulation), % at 46.1 µM. 120,000 tested, under 10 active; active = well fitted curve in the direction sought with a large enough effect in the signal ratio, not every such curve was filed as active; inconclusive = small, poorly fitted or top-dose-only effect, or a change in a side signal; inactive = no such curve, though single readings can be large or run the other way; the % refers to the signal ratio;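 note: cells stimulated with carbachol in lithium chloride buffer; plate controls were DMSO basal wells for no effect and reference inhibitor wells for full effect; higher means more IMPase inhibition seen as more IP1 and lower FRET ratio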
Target sequence (P97697 whole entry, looked up): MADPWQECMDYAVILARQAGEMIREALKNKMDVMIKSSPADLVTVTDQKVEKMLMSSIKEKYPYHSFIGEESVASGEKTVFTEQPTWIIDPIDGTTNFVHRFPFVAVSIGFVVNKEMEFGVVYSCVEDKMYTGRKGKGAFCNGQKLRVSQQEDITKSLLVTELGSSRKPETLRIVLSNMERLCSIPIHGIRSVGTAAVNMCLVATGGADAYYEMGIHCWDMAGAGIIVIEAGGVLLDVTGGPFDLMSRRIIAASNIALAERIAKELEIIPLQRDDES
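Measured: the HTRF emission ratio (665/620 nm) plus the 620 nm donor channel, each fitted to the Hill equation to give AC50. Cells were CHO-M1 given compounds up to 46 uM and a 30 min carbachol stimulation at 37C.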
12-hLO inh = blocks human 12-lipoxygenase activity; P18054; purified 12-hLO, xylenol orange hydroperoxide absorbance; Potency, µM (series often up to 57.1 µM), for inactives: at the top dose activity change, negative = inhibition, most hits filed as inhibitors; hit rate 0.12% among 150,000; AID 1452; note: potency is the fitted concentration of half-maximal effect; nearly all actives have a fitted effect of over 55% in size; many of its hits are not listed in these tables
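Purified human 12hLO (150 nM), preincubated 15 min with compound, then 40 uM arachidonic acid for 30 min, room temperature, Hepes pH 7.0 with 0.01% Triton X-100. Hydroperoxide detected by ferrous iron/xylenol orange; 573/405 nm absorbance ratio gives reaction progress.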
15-hLO-2 inh = blocks human 15-lipoxygenase 2 activity; O15296; purified 15hLO-2, xylenol orange hydroperoxide absorbance; Potency, µM (top dose mostly 57.1 µM), for inactives: at the highest dose activity change, negative = inhibition, actives largely listed as inhibitors; hit rate 0.56% among 110,000; note: potency is the fitted concentration of half-maximal effect; nearly all actives have a fitted effect of over 60% in size; many of its hits are not listed in these tables
Target sequence (O15296 whole entry, looked up): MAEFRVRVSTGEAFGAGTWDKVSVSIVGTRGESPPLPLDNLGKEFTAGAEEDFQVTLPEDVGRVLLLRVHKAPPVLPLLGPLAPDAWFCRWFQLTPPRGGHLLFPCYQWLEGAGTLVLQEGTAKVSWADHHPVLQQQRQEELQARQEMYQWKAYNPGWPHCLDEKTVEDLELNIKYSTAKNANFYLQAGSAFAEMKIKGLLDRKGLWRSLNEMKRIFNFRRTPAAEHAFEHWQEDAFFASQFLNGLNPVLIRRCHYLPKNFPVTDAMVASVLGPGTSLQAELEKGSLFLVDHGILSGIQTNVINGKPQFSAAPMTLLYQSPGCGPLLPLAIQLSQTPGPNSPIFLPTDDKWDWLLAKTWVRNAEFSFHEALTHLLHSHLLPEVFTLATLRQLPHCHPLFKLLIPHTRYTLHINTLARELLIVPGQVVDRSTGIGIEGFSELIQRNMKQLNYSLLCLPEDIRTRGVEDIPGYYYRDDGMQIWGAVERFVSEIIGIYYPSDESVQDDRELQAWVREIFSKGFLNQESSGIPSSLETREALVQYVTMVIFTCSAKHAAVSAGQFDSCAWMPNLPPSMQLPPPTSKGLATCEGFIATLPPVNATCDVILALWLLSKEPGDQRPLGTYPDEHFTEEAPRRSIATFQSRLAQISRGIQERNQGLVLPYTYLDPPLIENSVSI
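Purified human 15hLO-2 (50 nM final) preincubated with compounds 15 min at room temperature in 25 mM Hepes pH 7.5, 0.01% Triton X-100, then 45 uM arachidonic acid added for 90 min; hydroperoxide detected via ferrous/xylenol orange, 573/405 nm absorbance ratio.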
Starred values were filed as active, the others as inactive; ? = inconclusive; . = not tested or not shown; [ ] = dose if it differs, or a comment. Unless noted, calls come from the whole dose curve; as a rule, active = well fitted curve in the direction sought with a large enough effect; inconclusive = small, poorly fitted or top-dose-only effect, or another doubt; inactive = no such curve, though single readings can be large; an effect the other way counts as inactive or inconclusive. Unless noted, % is set by controls: 0 for no effect and ±100 for the full control effect. A portion of the library, so the mix of outcomes need not match the whole.

#1 COc1ccc(C(C)=O)c(Oc2nc(CN3CCOCC3)nc3scc(-c4cccs4)c23)c1
#2 COc1ccccc1NC(=S)N1CCN(C/C=C/c2ccccc2)CC1
#3 CCOc1ccc(-n2c(SCC(=O)N3CCc4ccccc43)nnc2-c2c[nH]c3ccccc23)cc1
#4 CCCN1Cc2cccc(C(=O)Nc3ccc(-c4nc5ccccc5[nH]4)cc3)c2C1=O
#5 O=C(O)CC(c1cccc2ccccc12)n1cccc1 (stereo not given)
#6 COc1ccccc1NC(=S)NC(=O)C1CC1
screen / no.,1,2,3,4,5,6
PNC inhibitor,31,13,-18,-29,44,-7
IMPase cell inh,11,.,.,.,-19,.
12-hLO inh,-3%,4%,0%,2%,2%,-1%
15-hLO-2 inh,21%,.,.,.,4%,.

#7 Cc1ccc2c(c1)[nH]c1c(=O)n(CCN3CCNCC3)cnc12
#8 CCc1ccc(NC(=O)CSCc2nc(N)nc(Nc3ccccc3CC)n2)cc1
#9 COc1ccc(S(=O)(=O)N2C3CCC2CC(NC(=O)NC2CCCCC2)C3)cc1 (stereo not given)
#10 O=C(C1CCCN(Cc2ccccc2Br)C1)N1CCCCC1 (stereo not given)
#11 O=C1c2ccccc2NC(c2ccco2)N1O (stereo not given)
#12 CC12CCC3c4ccc(O)cc4CCC3C1CCC2=O (stereo not given)
screen / no.,7,8,9,10,11,12
PNC inhibitor,?,-18,-12,-17,?,.
IMPase cell inh,-5,5,4,?,2,-1
12-hLO inh,-2%,-1%,0%,-5%,-17%,-4%
15-hLO-2 inh,8%,.,1%,-13%,-5%,-6%

Reprinted from the part before: 2 entries, followed by the next part.
#11 O=C1c2ccccc2NC(c2ccco2)N1O (stereo not given)
#12 CC12CCC3c4ccc(O)cc4CCC3C1CCC2=O (stereo not given)
#13 O=S(=O)(Cc1ccccc1)N1CCCC(c2nc(-c3ccc(F)cc3)no2)C1 (stereo not given)
#14 CCc1ccc(NSc2ccccc2[N+](=O)[O-])cc1
#15 CCOC(=O)C1=C(C)N(C)C(C)=C(C(=O)OCC)C1c1ccc(C(=O)OC)cc1
#16 C/C(=N\NC(=O)c1ccc([N+](=O)[O-])c(C)c1)c1ccccc1Cl
#17 CC(C)NC(=O)c1ccc(COCC(F)(F)C(F)F)cc1
#18 c1cnc(N2CC[N+]3(CCCC3)CC2)nc1
screen / no.,11,12,13,14,15,16,17,18
PNC inhibitor,?,.,24,46,5,?,-5,42
IMPase cell inh,2,-1,5,18,7,.,-4,?
12-hLO inh,-17%,-4%,-4%,-12%,-6%,0%,-2%,-7%
15-hLO-2 inh,-5%,-6%,16%,-24%,7%,.,10%,1%

#19 COc1ccc(-c2nnc3ccc(SC(C(C)=O)C(C)=O)nn23)cc1OC
#20 COC(=O)Cc1c(C)c2ccc(OCc3nn[nH]n3)c(C)c2oc1=O
#21 COc1ccc(NC(=O)CCOc2ccccc2)c(OC)c1
#22 N#Cc1ccc(N=c2ssnc2Cl)cc1
#23 O=C(O)c1ccc(S(=O)(=O)NC2CCCc3ccccc32)cc1 (stereo not given)
#24 CCCn1c(C)nc2c(NCCCCN(C)C)nc(C)nc21
screen / no.,19,20,21,22,23,24
PNC inhibitor,-11,20,23,?,?,.
IMPase cell inh,10,-6,1,3,4,.
12-hLO inh,-25%,4%,1%,-5%,1%,0%
15-hLO-2 inh,5%,1%,-5%,.,-6%,2%

#25 O=C(O)CCC(=O)N1N=C(c2c(-c3ccccc3)c3cc(Cl)ccc3[nH]c2=O)CC1c1ccco1 (stereo not given)
#26 CCc1ccc(-c2cc(C(=O)NN3CCN(C)CC3)c3ccccc3n2)cc1
#27 CCOC(=O)NC(Nc1cc(C)on1)(C(F)(F)F)C(F)(F)F
#28 COC(=O)Nc1cc([N+](=O)[O-])ccc1OC
#29 COc1ccc(CCN(Cc2cc3cc(C)c(C)cc3nc2Cl)C(=O)C2CC2)cc1
#30 CCn1c(C)c(C(C)=O)c(NCc2ccccc2)nc1=S
screen / no.,25,26,27,28,29,30
PNC inhibitor,29,-5,5,?,-27,-26
IMPase cell inh,.,.,-4,.,-1,4
12-hLO inh,2%,2%,4%,-1%,-6%,-4%
15-hLO-2 inh,.,.,-4%,.,-10%,3%

#31 Cn1c(=O)c2c(nc(SCC(=O)Nc3ccccc3)n2C)n(C)c1=O
#32 CCc1ccc(-c2nc(CS(=O)CC(=O)NCc3cccnc3)c(C)o2)cc1 (stereo not given)
#33 CCOc1cc(C2c3c(n[nH]c3C)C(=O)N2c2ccc(C)cc2)ccc1O (stereo not given)
#34 COc1cc2oc(=O)cc(-c3ccc(-c4ccc(NC(C)=O)cc4)cc3)c2c(OC)c1OC
#35 Cn1c(N=Nc2ccccc2)nc2ccccc21
#36 FC(F)(F)c1n[nH]c(=S)n1/N=C/c1ccco1
screen / no.,31,32,33,34,35,36
PNC inhibitor,10,7,3,.,13,-9
IMPase cell inh,-4,13,8,.,.,5
12-hLO inh,-4%,-3%,-4%,-3%[0.00818 µM],-8%,0%
15-hLO-2 inh,-2%,6%,-20%,9%[0.0915 µM],.,.

Whole records from above. Values in the order: PNC inhibitor | IMPase cell inh | 12-hLO inh | 15-hLO-2 inh
`Cc1ccc2c(c1)[nH]c1c(=O)n(CCN3CCNCC3)cnc12` as listed: ? | -5 | -2% | 8%
`O=C(O)CC(c1cccc2ccccc12)n1cccc1` (stereo not given) as listed: 44 | -19 | 2% | 4%
`COc1ccc(S(=O)(=O)N2C3CCC2CC(NC(=O)NC2CCCCC2)C3)cc1` (stereo not given) as listed: -12 | 4 | 0% | 1%

Additional structures follow:
#37 COC(=O)CN(c1cc(OC)ccc1OC)S(=O)(=O)c1ccc(OC)c(OC)c1
#38 Cc1ccc2[nH]c(=O)c(C(c3nnnn3CC3CCCO3)N3CCOCC3)cc2c1 (stereo not given)
#39 Cc1cccc(N=C2NC(=O)/C(=C/C=C/c3ccco3)S2)c1C
#40 COCCCNC(=O)C1CCN(C(=O)c2cc3sccc3n2Cc2ccc(F)cc2)CC1
#41 COc1ccc2nc(NC3=NCN(CC4CCCO4)CN3)nc(C)c2c1 (stereo not given)
#42 Cn1nc(-c2ccccc2)c(CSc2ccccc2Cl)c1Cl
screen / no.,37,38,39,40,41,42
PNC inhibitor,8,49,25,-13,16,-27
IMPase cell inh,3,6,-9,-7,-6,3
12-hLO inh,0%,-4%,?,1%,-5%,-7%
15-hLO-2 inh,-3%,0%,.,1%,5%,7%

#43 COc1ccc(CCn2c(C)cc3c(c2=O)C(c2ccc4c(c2)OCO4)C(C#N)=C(N)O3)cc1OC (stereo not given)
#44 CN1CCC2(CC1)Nc1nc(SCc3ccc(Cl)cc3)nn1C1=C2CN(C)CC1
#45 O=C(CSc1nncs1)NCc1ccc2c(c1)OCO2
#46 CN1CCN(C2=Cc3ccccc3Sc3cc(F)ccc32)CC1
#47 CC1(C)Cc2c(c(=S)nc(-c3ccccc3)n2CCCN2CCOCC2)CO1
#48 CN1c2ccccc2C(C)(C)C12CC(CCl)=NO2 (stereo not given)
screen / no.,43,44,45,46,47,48
PNC inhibitor,13,13,?,-15,-22,27
IMPase cell inh,3,2,-1,14,-2,?
12-hLO inh,-5%,5%,-5%,1%,0%,1%
15-hLO-2 inh,-10%,37%[activator],1%,.,-3%,-7%

#49 O=C(c1cnn2ccccc12)N1CCN(C2CCCCC2)CC1
#50 Cc1ccc(C(C(=O)NC2CCCC2)N(Cc2cccs2)C(=O)CNC(=O)c2cccs2)o1 (stereo not given)
#51 CC(=O)[C@@H]1[C@@H]2C(=O)N(Cc3ccccc3)C(=O)[C@@H]2C2c3ccccc3C=CN21 (stereo not given in full)
#52 O=C(O)c1cc(-c2ccc(N3CCOCC3)cc2)nn1-c1ccc(F)cc1
#53 CC(=O)OCCCNc1cc(Sc2ccc(C)cc2)c2nonc2c1[N+](=O)[O-]
#54 CCOc1ccc(CNC(=O)NS(=O)(=O)c2ccc(OC)cc2)cc1
screen / no.,49,50,51,52,53,54
PNC inhibitor,32,14,-19,-27,?,-25
IMPase cell inh,4,3,4,-1,1,2
12-hLO inh,5%,-4%,-7%,-1%,-3%,6%
15-hLO-2 inh,12%,1%,-27%,.,.,0%

Quoted from above for reference:
#49 O=C(c1cnn2ccccc12)N1CCN(C2CCCCC2)CC1
#50 Cc1ccc(C(C(=O)NC2CCCC2)N(Cc2cccs2)C(=O)CNC(=O)c2cccs2)o1 (stereo not given)
#51 CC(=O)[C@@H]1[C@@H]2C(=O)N(Cc3ccccc3)C(=O)[C@@H]2C2c3ccccc3C=CN21 (stereo not given in full)
screen / no.,49,50,51
PNC inhibitor,32,14,-19
IMPase cell inh,4,3,4
12-hLO inh,5%,-4%,-7%
15-hLO-2 inh,12%,1%,-27%

More records:
#55 CCN(CC)c1cc(C)c2cc(NC(=O)CNC(C)=O)ccc2n1
#56 O=C(O)C1CSC(c2ccccc2)N1C(=O)c1ccco1 (stereo not given)
#57 CN(NC(=O)c1ccc(Cl)cc1)c1cccc(Cl)n1
#58 Cc1ccc(OCc2nnc(SCc3nc4ccccc4[nH]3)n2Cc2ccco2)cc1
#59 O=C1C=C(NCc2ccncc2)CC(c2ccccc2)C1 (stereo not given)
#60 CN(C)C(=O)CSc1nnc(Cc2ccccc2)n1Cc1ccco1
screen / no.,55,56,57,58,59,60
PNC inhibitor,18,?,120,?,-1,9
IMPase cell inh,3,3,6,11,2,10
12-hLO inh,-6%,4%,-1%,-11%,2%,2%
15-hLO-2 inh,-3%,19%,-28%,42%[activator],1%,.

#61 COc1cc(/C=C(/NC(=O)c2ccc(Cl)cc2Cl)C(=O)O)cc(OC)c1OC
#62 Cc1ccc(N/N=C2/CCCNC2=O)cc1
#63 COc1ccc(OC)c(-n2cc3c(=O)n(C)c(=O)n(C)c3c2)c1
#64 COc1ccccc1NC(=O)CC(NCCN(C)C)C(=O)O (stereo not given)
#65 CCN(CC)c1ccc(-n2c(C)cc(C=O)c2C)cc1
#66 COc1ccnc(CS(=O)c2nc3ccc(OC(F)F)cc3[nH]2)c1OC (stereo not given)
screen / no.,61,62,63,64,65,66
PNC inhibitor,-21,-6,7,-18,25,.
IMPase cell inh,.,0,-4,1,-3,.
12-hLO inh,1%,-24%,-10%,0%,-19%,-13%
15-hLO-2 inh,.,?,3%,2%,3%,-9%

#67 COCCn1c(=O)[nH]c2cc(C(=O)NCCc3ccc(OC)c(OC)c3)ccc2c1=O
#68 COc1ccc2oc(C)c(C(=O)Cn3ccnc3)c2c1
#69 O=C1c2ccccc2NC(c2ccncc2)N1c1ccccn1 (stereo not given)
#70 CCOC(=O)c1sc(=S)n(-c2ccccc2Cl)c1SC
#71 CCOC(=O)c1c(NC(=O)c2ccco2)sc(C(=O)N2CCCC2)c1C
#72 CCC(NC(=O)NCc1ccccc1)(C(F)(F)F)C(F)(F)F
screen / no.,67,68,69,70,71,72
PNC inhibitor,?,?,17,10,20,32
IMPase cell inh,?,14,1,4,-3,-6
12-hLO inh,-3%,-2%,-2%,-12%,2%,-4%
15-hLO-2 inh,-8%,20%,13%,?,-4%,.

#73 Cc1sc(NC(=O)CSc2nnc(-c3ccccc3)o2)c(C#N)c1C
#74 CC(C)OC(=O)CSc1nc2ncccc2[nH]1
#75 Cc1ccc(Nc2nnc(SCC(=O)Nc3ccccc3[N+](=O)[O-])s2)cc1
#76 CCCc1cc(C(=O)Nc2ccccc2C(=O)OC)no1
screen / no.,73,74,75,76
PNC inhibitor,3,?,-119*,-9
IMPase cell inh,6,5,1,-6
12-hLO inh,-1%,-2%,11%,3%
15-hLO-2 inh,-1%,1%,.,2%

Screening results deposited in PubChem BioAssay by National Center for Advancing Translational Sciences (NCATS).
